PTHR1 ag: agonists of human PTHR1 parathyroid hormone receptor; 410,000 compounds, 0.075% hits; Potency, µM (highest dose often 115 µM), without a hit: top-dose activation, most hits filed as activators; HEK293 GP2 PTHR1 cells, GloSensor cAMP luminescence, 1 h; active = well fitted activation curve with a large enough effect; inconclusive = small, poorly fitted or top-dose-only effect, or another doubt; inactive = no such curve, though single readings can be large or run the other way; note: potency is the fitted concentration of half-maximal effect; nearly all actives have a fitted effect of over 55% in size; some results filed as inactive show a strong effect at the top dose; inactives centre near -15; many of its hits are not listed in these tables
Target sequence (Q03431 whole entry, looked up): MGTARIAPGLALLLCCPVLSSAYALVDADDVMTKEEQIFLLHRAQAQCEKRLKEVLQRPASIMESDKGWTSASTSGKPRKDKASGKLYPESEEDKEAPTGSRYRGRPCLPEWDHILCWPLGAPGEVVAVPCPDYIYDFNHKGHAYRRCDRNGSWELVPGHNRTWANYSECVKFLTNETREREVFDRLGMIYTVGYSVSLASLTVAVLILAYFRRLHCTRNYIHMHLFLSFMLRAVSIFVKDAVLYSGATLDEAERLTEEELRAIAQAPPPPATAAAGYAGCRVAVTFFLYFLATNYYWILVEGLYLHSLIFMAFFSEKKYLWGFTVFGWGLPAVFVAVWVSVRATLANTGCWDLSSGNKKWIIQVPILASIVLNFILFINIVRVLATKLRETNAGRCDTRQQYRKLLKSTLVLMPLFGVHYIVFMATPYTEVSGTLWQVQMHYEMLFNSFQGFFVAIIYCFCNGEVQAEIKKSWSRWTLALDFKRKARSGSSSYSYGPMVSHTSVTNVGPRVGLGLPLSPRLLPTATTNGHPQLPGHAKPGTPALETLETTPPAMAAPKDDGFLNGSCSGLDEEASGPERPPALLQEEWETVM
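HEK-293-derived GP2 cells expressing PTHR1 and a GloSensor cAMP reporter, 3,000/well, plated overnight, given luciferin plus IBMX (each 0.5 mM as added) for 1 h at 37 °C, then compound for 1 h at 37 °C. Luminescence was read after 15 min at room temperature.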
DRD3 agonist: activates the human D3 dopamine receptor; P35462; D3R DiscoveRx beta-arrestin cells, luminescence, 90 min; max activation, %; 410,000 compounds, 0.58% hits; AID 652048; in the data active = max activation above about 30%; note: 0% is about no effect; mostly tested at two doses, the higher about 12 µM
Target sequence (P35462 whole entry, looked up): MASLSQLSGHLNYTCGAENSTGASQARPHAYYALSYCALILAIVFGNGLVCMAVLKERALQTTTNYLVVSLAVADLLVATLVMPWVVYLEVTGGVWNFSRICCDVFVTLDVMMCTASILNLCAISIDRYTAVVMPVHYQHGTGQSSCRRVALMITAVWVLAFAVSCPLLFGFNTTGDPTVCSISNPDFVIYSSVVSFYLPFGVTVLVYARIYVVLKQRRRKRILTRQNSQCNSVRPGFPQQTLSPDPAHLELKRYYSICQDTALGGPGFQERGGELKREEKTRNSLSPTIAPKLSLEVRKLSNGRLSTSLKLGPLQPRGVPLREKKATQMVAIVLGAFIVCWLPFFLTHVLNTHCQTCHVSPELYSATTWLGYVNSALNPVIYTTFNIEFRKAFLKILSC
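Agonist mode: compounds and dopamine controls were applied to plated cells for 90 min at 37 degrees C after an overnight attachment at 1500 cells/well. Luminescent read-out followed 30 - 60 minutes at room temperature with DiscoveRx detection reagent.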
Numbers without * were called inactive; i = inactive; ? = inconclusive; [ ] = another dose, or the depositor's remark. Not all compounds are listed, so the mix of outcomes need not match the whole.

molecule | PTHR1 ag | DRD3 agonist
COc1ccc(C(=O)CN2CCN(S(=O)(=O)c3ccc(F)cc3)CC2)cc1 | -84.9%[inhibitor] | -14.0
COc1ccccc1NC(=O)CN(c1cc(C)cc(C)c1)S(=O)(=O)c1c(C)[nH]c(=O)[nH]c1=O | -13.7% | 2.0
Cc1ccc(-n2nc(C)c3c(C(=O)Nc4ccc(C)cc4Cl)cc(C)nc32)cc1 | -11.1% | -0.9
COc1ccc(C)cc1NC(=O)c1ccc2c(c1)nnn2C1CCCC1 | i | -0.7
COc1ccc(-n2nc(C(=O)Nc3cc(OC)c(OC)c(OC)c3)c(=O)n(C)c2=O)cc1 | 5.1% | -11.4
CCN1CCN(c2ncnc3c2cnn3-c2ccc(F)cc2)CC1 | i | 6.2
COc1ccccc1CNC(=O)c1cnc2sc(N3CCCCC3)nn2c1=O | -48.3%[inhibitor] | 9.7
O=c1c(N2CCc3ccccc3C2)csc2ccc(Br)cc12 | i | -9.9
Cc1c(CCNC(=O)c2ccc(C(F)(F)F)cc2)sc2nc(-c3ccc(F)cc3)nn12 | -27.3% | -4.0
Cc1cc(C)cc(NC(=O)N2CCC(N3CCCCC3)CC2)c1 | -22.2% | -4.7
O=C(Nc1cccc(-c2nc3ccccc3o2)c1)c1ccc(-c2ccc(Br)cc2)o1 | -16.2% | 5.7
O=C(Cn1cc(S(=O)(=O)c2ccccc2)c(=O)c2cc3c(cc21)OCO3)Nc1ccc(Cl)cc1 | -27.1% | -1.4
COc1ccc(CCNC(=O)C(=O)NCC(c2ccc3c(c2)OCO3)N2CCOCC2)cc1OC (stereo unspecified) | i | -2.3
CCCc1cc(=O)[nH]c(SCc2nc(-c3ccccc3F)no2)n1 | i | -14.0
O=C(CSc1nccn1-c1ccc(Cl)cc1)Nc1ccc(Cl)c(Cl)c1 | -39.4%[inhibitor] | 6.5
CCc1ccccc1NC(=O)CSc1ncc(S(=O)(=O)c2ccccc2)c(N)n1 | -5.9% | -1.7
Cc1cccc(CN2C(=O)c3ccccc3S(=O)(=O)c3ccc(C(=O)OCC4CCCO4)cc32)c1 (stereo unspecified) | i | 4.7
COc1ccc(-c2cc(C(C)=O)c(C)n2CCC(=O)NCc2ccccc2OC)cc1 | i | -1.2
Cc1cc(C)cc(OCC(=O)NCC2(N3CCOCC3)CCCCC2)c1 | -61.2%[inhibitor] | -17.3
COc1ccc(NC(=O)c2sc3nc4c(cc3c2N)CCCCCC4)cc1Cl | -37.6%[inhibitor] | 5.8
COc1ccc(CN(C(=O)Cc2coc3ccc(C)cc23)C2CCS(=O)(=O)C2)cc1 (stereo unspecified) | i | 9.2
CCC(=O)N1CCc2cc(CNC(=O)c3ccc(F)cc3)ccc21 | i | -12.8
CCc1cccc(CC)c1NC(=O)CCS(=O)(=O)c1ccc(Br)cc1 | ? | -5.6
COC(=O)c1ccc(NC(=O)CCc2c(C)nn(-c3ccc(N4CCCCC4)nn3)c2C)cc1 | -11.0% | -17.3
COc1ccc2c(CNC3CCC(C)CC3)c(C(=O)O)n(Cc3ccc(F)cc3)c2c1 (stereo unspecified) | -34.8%[inhibitor] | 4.3
COc1cc(C2N=C(N)Nc3nc4ccccc4n32)ccc1OCC(=O)O (stereo unspecified) | i | -8.0
Cc1sc2c(c1C)c(=O)n(-c1ccc(Cl)cc1)c(=O)n2Cc1cc(=O)n2cc(Br)ccc2n1 | i | -10.4
Cc1cccc(NC(=O)CSC2=Nc3ccccc3C3=NC(CCC(=O)NCc4ccc(F)cc4)C(=O)N23)c1 (stereo unspecified) | i | 2.1
CCC(Oc1ccccc1)C(=O)Nc1ccc(OCc2cc(=O)n3ccc(C)cc3n2)cc1 (stereo unspecified) | -9.4% | 4.3
CCOC(=O)c1c(S(=O)(=O)N2CCC(C(=O)Nc3ccc(OCC)cc3)CC2)c(C)n(C)c1C | i | 0.0
CCOc1ccc(CNCc2c(C(=O)O)n(Cc3ccc(OC)cc3)c3ccccc23)cc1 | -20.7% | -6.7
Cc1cc(C)cc(NC(=O)Cc2csc(COc3cccc(C)c3)n2)c1 | i | -22.4
CC(NC(=O)c1ccc2nc(Cc3ccccc3)oc2c1)c1ccccc1 (stereo unspecified) | -21.7% | 10.2
Cc1cc(Nc2cccc(Cl)c2)nc2ccc(NC(=O)c3cccnc3)cc12 | -19.6% | 0.1
O=C(c1ccc2c(c1)OCCO2)N(Cc1cccnc1)c1nc2ccc(F)cc2s1 | -41.4%[inhibitor] | 1.4
COc1cc(OC)c(NC(=O)c2cnc(N3CCCC3)nc2C)cc1Cl | i | 4.7
CC(=O)N(Cc1cccnc1)c1nc2c(C)cccc2s1 | -26.9% | -13.3
Cc1ccc(NCc2cccn2-c2nnc(N3CCC(C(=O)NCc4ccccc4C)CC3)s2)cc1 | -43.0%[inhibitor] | -10.4
O=C(CCc1ccccc1)N1CCc2c([nH]c3ccccc23)C1c1ccc(F)cc1 (stereo unspecified) | 6.3% | -5.7
COc1ccc(-c2nc(SCC(=O)NC3CCCC3)c(-c3ccc(C)cc3)[nH]2)cc1OC | 7.2% | -26.3
Cc1ccc(S(=O)(=O)C(CNC(=O)C(=O)NCCc2ccccc2)c2ccco2)cc1 (stereo unspecified) | -32.3%[inhibitor] | 6.9
Cc1ccccc1C(=O)Nc1cccc(NC(=O)c2ccc(C(C)(C)C)cc2)c1 | -1.4% | -14.8
CCOC(=O)c1c(C)[nH]c(C)c1S(=O)(=O)NCC(=O)Nc1ccc(C)c(N(C)C)c1 | i | -16.3
CC1(C)N=C(SCc2ccc(Cl)cc2)c2ccccc2N1 | i | -12.7
COc1ccccc1C(=O)Nc1ccc2nc(SCC(=O)N3CCCC3)sc2c1 | i | 6.3
C=CCc1c(C)nc2nc(SCC(=O)Nc3cccc(Cl)c3)nn2c1C | -19.5% | 12.8
COc1ccc(N2Cc3cccc(C(=O)Nc4ccc(F)cc4)c3C2=O)cc1 | i | 5.1
Cc1ccc2nc(NS(=O)(=O)c3ccc(Cl)cc3)c(Nc3ccc(C(=O)O)cc3)nc2c1 | -6.9% | 2.9
Cc1cc(C)c2c(n1)SCC(=O)N2CC(=O)Nc1cccc(C)c1C | -3.0% | 2.8
CCc1ccc(NC(=O)Cn2nc(SC)c(S(=O)(=O)c3ccc(OC)cc3)c2N)cc1 | i | -5.0
COc1ccc(C2Nc3ccccc3-c3cc(C)nn32)c(OC)c1 (stereo unspecified) | -15.4% | 4.4
O=C(CCS(=O)(=O)c1cc(Br)cc2c1N(C(=O)C1CC1)CC2)Nc1ccc(Br)cc1F | i | -9.8
CCc1ccc2nc(N(Cc3cccnc3)C(=O)c3cccs3)sc2c1 | -77.8%[inhibitor] | -8.9
O=C(Nc1c(C(=O)Nc2ccccc2F)oc2ccccc12)c1cc2ccccc2o1 | -19.6% | 0.2
COc1ccc(CNC(=O)CN(c2ccc(C(C)C)cc2)S(=O)(=O)c2c(C)nn(C)c2C)cc1 | -11.2% | -8.2
CCC1Oc2ccccc2N(CC(=O)NCc2ccc(C)cc2)C1=O (stereo unspecified) | i | 13.1
CC(C)CN(CCCNC(=O)c1cc(-c2ccc(Br)s2)nc2ccccc12)CC(C)C | 13.7% | 4.5
CCc1ccccc1NC(=O)CN(Cc1ccccc1)S(=O)(=O)c1ccc(Br)cc1 | -8.8% | -0.5
Cc1ccc(OCCSc2nc3ccccc3n2CC(=O)N2CCOCC2)c(C)c1 | 6.3% | 1.5
COc1cccc(NC(=O)Cn2cc(C(=O)C3CCCCC3)c3ccccc32)c1 | -10.4% | 4.2

Two compounds drawn at random from those above:
molecule | PTHR1 ag | DRD3 agonist
COc1cccc(NC(=O)Cn2cc(C(=O)C3CCCCC3)c3ccccc32)c1 | -10.4% | 4.2
CCc1ccccc1NC(=O)CN(Cc1ccccc1)S(=O)(=O)c1ccc(Br)cc1 | -8.8% | -0.5

The listing picks up; the two compounds before the break are reprinted first.
molecule | PTHR1 ag | DRD3 agonist
Cc1ccc(OCCSc2nc3ccccc3n2CC(=O)N2CCOCC2)c(C)c1 | 6.3% | 1.5
COc1cccc(NC(=O)Cn2cc(C(=O)C3CCCCC3)c3ccccc32)c1 | -10.4% | 4.2
Fc1ccc(Nc2nc(SCc3cccc(Cl)c3)nc3ccccc23)cc1 | -31.9%[inhibitor] | 5.7
Cc1ccc(NC(=O)CCCn2c(=O)c3cccn3c3ccccc32)cc1Cl | -18.7% | 9.6
CCN(CC)c1ccc(C(=O)NCc2nc3cccnc3n2Cc2ccc(C)cc2)cc1 | -6.3% | 1.4
Cc1ccc(NC(=O)c2c(C)oc3ccc(O)c(CN4CCCCCC4)c23)c(C)c1 | -11.6% | -11.1
CCC(=O)N1CCc2cc(S(=O)(=O)CCC(=O)Nc3ccc(Cl)c(C(F)(F)F)c3)ccc21 | -22.4% | 5.2
Cc1ccc(NC(=O)CSc2[nH]c(=O)ncc2C)cc1 | i | 5.5
CCC(=O)N1c2ccccc2CC1C(=O)NCCc1ccccc1Cl (stereo unspecified) | i | -26.4
Cc1ccc(C(=O)n2nc(C)c(S(=O)(=O)N3CCOCC3)c2C)cc1C | -23.2% | 1.8
O=C(NCCCN1CCN(c2ccccc2)CC1)c1cc2c(s1)-c1ccccc1OC2 | -92.7%[inhibitor] | 6.7
COc1cccc(-n2ccn(CC(=O)c3ccc(F)cc3)c(=O)c2=O)c1 | i | 4.4
COc1ccc(-c2nc(C(=O)Nc3cccc(C(C)=O)c3)nn2-c2ccc(Cl)cc2)cc1 | ? | -18.6
O=C(Cn1nc(C(F)(F)F)c2c1CCCC2)Nc1cccc(Cl)c1 | -35.9%[inhibitor] | -20.0

Reprinted from the part before: 3 compounds, followed by the next part.
molecule | PTHR1 ag | DRD3 agonist
COc1cccc(-n2ccn(CC(=O)c3ccc(F)cc3)c(=O)c2=O)c1 | i | 4.4
COc1ccc(-c2nc(C(=O)Nc3cccc(C(C)=O)c3)nn2-c2ccc(Cl)cc2)cc1 | ? | -18.6
O=C(Cn1nc(C(F)(F)F)c2c1CCCC2)Nc1cccc(Cl)c1 | -35.9%[inhibitor] | -20.0
Cc1cc2oc(C(=O)Nc3ccc(S(=O)(=O)Nc4ncccn4)cc3)cc(=O)c2cc1C | ? | -18.3
CC(C)c1ccc(CNc2nc(-c3ccco3)nn2S(=O)(=O)c2ccc3ccccc3c2)cc1 | -8.3% | -6.6
CCCNC(=O)C1CCC(Cn2c(=O)c3sccc3n(CC(=O)NCc3cccc(OC)c3OC)c2=O)CC1 (stereo unspecified) | ? | 3.7
COc1ccc2[nH]c(=O)c(CN(C(=O)c3cccc(Cl)c3)c3cccc(C)c3)cc2c1 | -19.5% | 7.8
COc1ccc(NC(=O)c2cnc(N3CCCCC3)c3ccccc23)cc1Cl | -24.0% | 3.1
COc1ccc(NC(=O)CNC(=O)Cn2ccc3ccccc3c2=O)cc1OC | -11.5% | -7.3
CCOc1ccc(C(=O)Nc2ccc3c(c2)N(C(C)=O)CCC3)cc1OCC | -89.5%[inhibitor] | 2.9
Cc1ccccc1NC(=O)Cn1c(=O)n(Cc2ccccc2)c(=O)c2sc3ccccc3c21 | -24.9% | 7.5
COc1cc2c(cc1OC)n(Cc1ccc([N+](=O)[O-])cc1)c(=O)n1nc(-c3ccccc3)nc21 | -12.0% | -12.3
CCc1ccccc1NC(=O)CSc1nnc(CC)c(CC)n1 | i | 0.8
COc1ccc(N2CCN(c3oc(/C=C/c4ccc(F)cc4)nc3C#N)CC2)cc1 | 19.3% | -16.4
CCNC(=O)CCCN1C(=O)CCn2nc(-c3cccn3C)cc21 | -1.3% | -0.7
Cc1ccc(-c2nc(Cn3c(=O)cc(-c4ccccc4)c4c(C)nn(C)c43)c(C)o2)cc1 | i | -14.0
CC(=O)c1ccc(N2C(=O)N(Cc3cc(C)ccc3C)c3ccccc3S2(=O)=O)cc1 | -6.5% | 4.1
CCn1c(C(=O)N2CCCC(C(=O)N3CCN(c4cc(C)ccc4C)CC3)C2)cc2sccc21 (stereo unspecified) | -105.2%[inhibitor] | -12.8
Cc1ccc2cccc(NC(=O)COc3cc(C)c(Cl)c(C)c3)c2n1 | i | -9.0
COc1ccc2oc(=O)cc(CN3CCN(C(=O)c4ccccc4)CC3)c2c1 | i | 6.4
CCN(c1cccc(C)c1)S(=O)(=O)c1ccc(N2CCCCS2(=O)=O)cc1 | -31.6%[inhibitor] | 3.6
COc1ccccc1C(=O)Nc1ccc(-c2nc3cc(C)cc(C)c3o2)cc1 | -4.7% | 8.0
Cc1cc(N2CCC(C)CC2)nc2ccc(NC(=O)CCC(=O)N3CCN(c4ccccc4F)CC3)cc12 | i | 3.4
COc1cc(NC(=O)C(Cc2ccccc2)NS(=O)(=O)c2cccs2)cc(OC)c1 (stereo unspecified) | 6.3% | -7.4
COc1ccccc1Nc1nc(-c2ccccc2F)nc2ccccc12 | -35.1%[inhibitor] | -13.0
Cc1c(C(=O)NCc2ccccc2)sc2nc3n(c(=O)c12)CCC3 | 13.4% | -14.1
CCC1CN(C(=O)N2CCC(C(=O)NCCCc3ccccc3)CC2)c2cc(C)ccc2O1 (stereo unspecified) | -36.8%[inhibitor] | 7.8
CCC(=O)N1CCc2cc(Br)cc(S(=O)(=O)N3CCCC(C(=O)N(C)c4ccc(Br)cc4)C3)c21 (stereo unspecified) | ? | -2.5
